Bioassay records deposited in PubChem by National Center for Advancing Translational Sciences (NCATS).
HEK293 viab = counter-screen for SNCA expression inhibitors: cell viability | HEK-293-SNCA-luc viability, GF-AFC fluorescence, 24 h | Potency, µM (top dose mostly 57.1 µM), inactives show at the top dose activity change, negative = cytotoxicity, most hits filed as cytotoxic | 150,000 compounds, 0.12% hits;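 note: potency is the fitted concentration of half-maximal effect; 0% = DMSO-treated cells and -100% = medium-only wells without cells; nearly all actives have a fitted effect of over 30% in size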
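HEK-293-SNCA-luc cells (1500/well) plated 24 h, then exposed 24 h to a dilution series; GF-AFC added 30 min at 37C, fluorescence 405/540 nm; normalised to medium-only and DMSO wells, Hill fit.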
HEK293 tox = kills HEK 293 cells; HEK 293 viability, ATP luminescence (CellTiter-Glo), 48-72 h; Potency, µM (series often up to 115 µM), for the others: at the top dose activity change, negative = cytotoxicity, hits mostly inhibitors; 94,000 compounds, 6.6% hits; note: potency is the fitted concentration of half-maximal effect; nearly all actives have a fitted effect of over 60% in size
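Luminescence from cellular ATP, measured with CellTiter-Glo, indicates HEK 293 viability. Cells plated at 250 cells/well are treated with compound for 48 or 72 hr at 37 degree Celsius before reagent addition.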
SNCA expr inh = inhibitors of alpha-synuclein (SNCA) gene expression; HEK-293 SNCA-luciferase knock-in, luminescence, 24 h; Potency, µM (highest dose often 57.2 µM), for the others: top-dose activity change, negative = inhibition, actives largely listed as inhibitors; 140,000 compounds, 0.17% hits;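 note: potency is the fitted concentration of half-maximal effect; plate controls were DMSO cells for no effect and cell-free wells for full effect; nearly all actives have a fitted effect of over 45% in size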
Luciferase inh = blocks purified firefly luciferase enzyme activity | 76,000 compounds, 2.5% hits | purified P. pyralis luciferase, luminescence, biochemical | P08659 | Potency, µM (doses to about 115 µM), for inactives: at the top dose activity change, negative = inhibition, actives largely listed as inhibitors; note: potency is the fitted concentration of half-maximal effect; nearly all actives have a fitted effect of over 65% in size
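Purified P. pyralis luciferase (10nM final) in 50mM Tris acetate pH 7.5, 10mM Mg acetate, 0.01% Tween-20, 0.05% BSA with 10uM D-luciferin and 10uM ATP. Compounds titrated qHTS. Luminescence imaged on CCD.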
GPT2 inhibitor = blocks human glutamate pyruvate transaminase 2; Q8TD30; Recombinant GPT2, coupled pyruvate oxidase/HRP Amplex Red fluorescence; Potency, µM (doses to about 57.7 µM), for the others: at the highest dose activity change, negative = inhibition, hits mostly inhibitors; 100,000 compounds, 0.25% hits; note: potency is the fitted concentration of half-maximal effect; nearly all actives have a fitted effect of over 60% in size; many of its hits are not listed in these tables
Target sequence (Q8TD30 whole entry, looked up): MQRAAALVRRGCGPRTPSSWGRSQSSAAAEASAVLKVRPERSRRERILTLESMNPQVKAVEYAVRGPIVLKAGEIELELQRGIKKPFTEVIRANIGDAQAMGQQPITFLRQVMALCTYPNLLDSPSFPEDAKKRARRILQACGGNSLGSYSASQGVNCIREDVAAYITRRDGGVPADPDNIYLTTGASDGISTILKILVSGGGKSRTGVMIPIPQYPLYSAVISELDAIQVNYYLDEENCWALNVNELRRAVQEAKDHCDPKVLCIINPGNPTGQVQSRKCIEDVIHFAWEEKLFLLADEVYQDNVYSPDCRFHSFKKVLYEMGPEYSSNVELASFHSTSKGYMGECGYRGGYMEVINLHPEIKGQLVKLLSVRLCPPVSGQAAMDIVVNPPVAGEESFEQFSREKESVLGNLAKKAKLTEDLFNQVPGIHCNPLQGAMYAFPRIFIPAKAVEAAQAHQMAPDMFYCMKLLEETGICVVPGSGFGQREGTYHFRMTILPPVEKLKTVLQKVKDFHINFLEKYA
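Inhibition is scored from Amplex Red fluorescence generated when pyruvate oxidase and HRP act on pyruvate released by GPT2. Reactions contain 10ng/uL enzyme, 250uM a-KG and 2mM L-alanine and run 30 min at room temperature.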
3T3 cytotox = cytotoxic compounds in NIH 3T3 cells. 94,000 compounds, 4.3% hits. Potency, µM (highest dose often 96.7 µM), for the others: at the highest dose activity change, negative = cytotoxicity, usual class: inhibitors. NIH 3T3 viability, CellTiter-Glo ATP luminescence, 48-72 h; note: potency is the fitted concentration of half-maximal effect; nearly all actives have a fitted effect of over 55% in size
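ATP-dependent luminescence (CellTiter-Glo) served as the viability signal for NIH 3T3 cells treated with compound for 48 or 72 hr at 37 °C.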
IP6K1 inh = IP6K1 kinase inhibition; Q92551; IP6K1 kinase, ADP-Glo luminescence, 2 h; hits give low values; AID 1645851; 140,000 compounds, 0.81% hits; activity change, % (series mostly up to about 58 µM); in the data active = activity change below about -25%
Target sequence (Q92551 whole entry, looked up): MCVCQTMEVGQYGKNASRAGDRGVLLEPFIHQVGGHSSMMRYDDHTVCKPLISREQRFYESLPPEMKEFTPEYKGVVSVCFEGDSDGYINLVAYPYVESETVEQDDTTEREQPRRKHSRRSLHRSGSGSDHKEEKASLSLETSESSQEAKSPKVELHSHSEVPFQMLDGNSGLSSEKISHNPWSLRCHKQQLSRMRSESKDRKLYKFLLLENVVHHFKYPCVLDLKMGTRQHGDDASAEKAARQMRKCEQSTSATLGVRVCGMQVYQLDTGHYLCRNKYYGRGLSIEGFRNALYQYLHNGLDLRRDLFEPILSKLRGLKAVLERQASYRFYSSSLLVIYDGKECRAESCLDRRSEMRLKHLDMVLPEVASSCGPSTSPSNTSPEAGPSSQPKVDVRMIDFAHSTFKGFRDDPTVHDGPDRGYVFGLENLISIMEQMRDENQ
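ADP-Glo luminescence measures ADP made by human IP6K1 during a 2 h RT reaction with ATP/IP6 (mix at 1.3 mM/130 uM); top library doses 57.5 and 19.1 uM final.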
* = called active by the depositor; i = inactive; ? = inconclusive; · = not tested or not shown; & = joins results of further samples; [ ] = dose if it differs, or a comment. Unless noted, calls come from the whole dose curve; as a rule, active = well fitted curve in the direction sought with a large enough effect; inconclusive = small, poorly fitted or top-dose-only effect, or another doubt; inactive = no such curve, though single readings can be large; an effect the other way counts as inactive or inconclusive. Unless noted, % is set by controls: 0 for no effect and ±100 for the full control effect. An excerpt; count on the stated rates, not on these rows.

SMILES | HEK293 viab | HEK293 tox | SNCA expr inh | Luciferase inh | GPT2 inhibitor | 3T3 cytotox | IP6K1 inh
COc1cccc(-c2cn3c(n2)sc2cc(C(=O)NCCc4ccc(OC)c(OC)c4)ccc23)c1 | -2% | · | 125%[activator] | · | · | · | -3
Cc1nc(CNc2ncc(S(C)(=O)=O)c(C3CCCNC3)n2)sc1C (stereo unspecified) | 2% | i | -4% | 3% | i | -3% | 4
Cc1ccc2nc3n(c2c1)[C@@H](CNC1CCOCC1)COC3 | 0%[87.6 µM] | -10%[172 µM] | 2%[87.6 µM] | 3%[172 µM] | -1%[88.5 µM] | -5%[138 µM] | -15
Cn1c(=O)c2c(SCC(=O)N3CCc4ccccc43)nc(-c3ccccc3Cl)nc2n(C)c1=O | 1% | · | 13% | · | · | · | 11
CCOC(=O)c1c(NC(=O)c2ccc(C)cc2)sc2c1CCCCC2 | 3% | · | -1% | · | · | · | -21
Cc1nn(-c2ccc(C(C)(C)C)cc2)c(C)c1[C@@H]1C=C[C@@H](NCc2ccco2)C1 | -28%[87.6 µM] | 11µM* | 26%[87.6 µM] | 50µM* | 4%[88.5 µM] | ? | -3
CC(c1cccs1)N(C)Cc1cccc(C(F)(F)F)c1 (stereo unspecified) | -2%[87.6 µM] | i | 1%[87.6 µM] | 2%[172 µM] | i | i | 1
CCC1CN(c2ccc(-c3nc(-c4ccc(OC)cc4)no3)cn2)CCN1C (stereo unspecified) | -6% | ? | 85%[activator] | ? | i | 79µM* | 0
Fc1ccc(-n2ncc3c(NCCCn4ccnc4)ncnc32)cc1 | 25% | · | 84%[activator] | · | · | · | 8
COC(=O)[C@@H](C)NC(=O)[C@H]1CN(C(=O)c2cccnc2)CCN1C(C)=O | 4%[87.6 µM] | i | 30%[activator][87.6 µM] | 8%[172 µM] | 4%[88.5 µM] | i | -14
COc1cccc(OCc2nc3c(n2Cc2ccccc2)C(=O)N(Cc2ccccc2C#N)CCN3)c1 | ? | ? | -25% | 4% | 4% | ? | -10
CCN1c2cc(C(=O)NCc3cccc(Cl)c3)ccc2C(=O)N2CCCCCC21 (stereo unspecified) | 23%[12.5 µM] | ? | -14% | -7% | -1% | ? | 11
Cc1ccc(-n2c(=O)c3c(cnn3C)n(CC(=O)Nc3cccc(C)c3)c2=O)cc1 | -7% | · | -4% | · | · | · | 15
COc1cccc(CC(=O)NC2CCN(c3cc(-c4ccc(F)cc4)[nH]n3)C2)c1 (stereo unspecified) | -20% | ? | -18% | -4% | ? | ? | 0
CCc1cccc(NC(=O)C(Cc2ccccc2)n2cccc2)c1 (stereo unspecified) | 0% | · | -3% | · | · | · | -6
COc1ccc(C2Cn3nnc(C(=O)N4CCN(C(=O)c5cc(C)ccc5C)CC4)c3CO2)cc1 (stereo unspecified) | -8% | ? | 1% | 1% | i | ? | 5
COc1ccc(CC(=O)N[C@@H]2COCC[C@H]2OCc2ccccn2)cc1 | 1% | -21% | 2% | -6% | ? | -4% | 2
COCCNC(=O)CCC1CCN(S(=O)(=O)c2cccc(F)c2)CC1 | -1% | 3% | -19% | -3% | 3% | -8% | 5
C[C@@H](c1ccccc1)N(C)C(=O)c1cc(Cn2cnc3ccccc32)[nH]n1 | -15% | ? | -24% | -14% | i | ? | 8
CCCCOc1ccc(C(=O)Nc2ccc(F)cc2F)cc1 | -21%&11% | · | 17% | · | -4% | · | -6
CCOc1ccccc1C1NC(=O)N(CC(=O)Nc2ccc(C)c(F)c2)C2=C1C(=O)OC2 (stereo unspecified) | -10% | ? | -36% | -23% | 3% | ? | -10
Cn1cnc(C(=O)N2CCC(C3CCN(S(C)(=O)=O)CC3)C2)c1 (stereo unspecified) | 6%[12.5 µM] | i | 21% | 7% | 4% | -4% | 21
CC(=O)c1ccc(NC(=O)CCc2c(C)nn(-c3ccc4nncn4n3)c2C)cc1 | -7% | · | -23% | · | · | · | -10
COCCn1ncc(N2CCC(NC(=O)C3CCC3)CC2)cc1=O | 9% | i | -6% | -6% | 2% | -3% | 23
CC(=O)N1CCC(c2nnc3n2C(C(=O)NCc2ccccc2Cl)CC3)CC1 (stereo unspecified) | 3% | 0% | 4% | · | i | -4% | -1

Profiles as entered above:
Record of COc1ccc(CC(=O)N[C@@H]2COCC[C@H]2OCc2ccccn2)cc1 → HEK293 viab = 1%; HEK293 tox = -21%; SNCA expr inh = 2%; Luciferase inh = -6%; GPT2 inhibitor = ?; 3T3 cytotox = -4%; IP6K1 inh = 2
Record of Cn1c(=O)c2c(SCC(=O)N3CCc4ccccc43)nc(-c3ccccc3Cl)nc2n(C)c1=O → HEK293 viab = 1%; HEK293 tox = ·; SNCA expr inh = 13%; Luciferase inh = ·; GPT2 inhibitor = ·; 3T3 cytotox = ·; IP6K1 inh = 11
Record of CC(c1cccs1)N(C)Cc1cccc(C(F)(F)F)c1 (stereo unspecified) → HEK293 viab = -2%[87.6 µM]; HEK293 tox = i; SNCA expr inh = 1%[87.6 µM]; Luciferase inh = 2%[172 µM]; GPT2 inhibitor = i; 3T3 cytotox = i; IP6K1 inh = 1

Other results.
SMILES | HEK293 viab | HEK293 tox | SNCA expr inh | Luciferase inh | GPT2 inhibitor | 3T3 cytotox | IP6K1 inh
O=C(c1ccc(F)cc1Cl)N1CCC(c2n[nH]c(=O)n2-c2ccccc2)CC1 | 1% | -5% | 12% | -10% | i | -34% | -21
Cc1nccn1CC(=O)NCC1CCN(c2cc(-c3ccccc3)[nH]n2)CC1 | 2% | 1% | 4% | 12% | -20% | -5% | 0
CCOc1ccc(-n2c(C)nc3cc(C(=O)NCCC4=CCCCC4)ccc32)cc1 | 8% | · | 1% | · | · | · | 13
COCCc1nncn1C1CCN(S(=O)(=O)c2ccccc2C(F)(F)F)CC1 | 7% | 6% | ? | 8% | -6% | -7% | 8
Cc1ccc2[nH]c3c(=O)n(CC(=O)NCCc4ccc(Cl)cc4)ncc3c2c1 | -3% | · | 28% | · | · | · | 20
CC(C)CN1C(=O)c2cccn2CC1C(=O)NCCN(C)C1CCCCC1 (stereo unspecified) | -1% | 2% | -6% | 4% | i | -2% | -4
COCC1CN(C(=O)c2cccc(Br)c2)CC12CCNCC2 (stereo unspecified) | -10% | -1% | 7% | 2% | -9% | -3% | 18
Cc1ccc(-c2cccc(CN3CCCC3C(=O)NCC(C)C)c2)cc1Cl (stereo unspecified) | · | 40µM* | · | · | · | 35µM* | 2
CO[C@H]1[C@H](NC(=O)c2ccc3n[nH]nc3c2)c2ccccc2C12CCNCC2 | 9% | -21% | -23% | -3% | -11% | -5% | 4
Cc1nn(C(=O)c2cccc([N+](=O)[O-])c2C)c(C)c1S(=O)(=O)N1CCOCC1 | 7% | · | 22% | · | · | · | -5
CCOc1ccc(NC(=O)C(=O)NCCc2csc(-c3ccc(C)cc3)n2)cc1 | -4% | · | 25% | · | · | · | -4
Cc1ccc(NS(=O)(=O)c2ccccc2)c(=O)n1CC(=O)NCc1cccc(Cl)c1 | 4% | -18% | -13% | -11% | i | -21% | 3
Cc1ccccc1N(C)C1CN(C(=O)c2ccccc2F)C1 | -5% | ? | -1% | · | i | ? | 17
Cc1cccc(C)c1NC(=O)CN1CCN(CCCC(c2ccc(F)cc2)c2ccc(F)cc2)CC1 | -17%[23.9 µM] | · | 27%[25.6 µM] | · | -12% | · | -2
Cc1cc(C)c(S(=O)(=O)Nc2ccc3oc4c(c3c2)CCCC4)cc1C | 5% | · | -5% | · | · | · | -10
CN(C)Cc1cn(C[C@H]2C[C@@H](NC(=O)COc3ccccc3)[C@H](O)[C@@H]2O)nn1 | 2%[87.6 µM] | -21%[172 µM] | -6%[87.6 µM] | -4%[172 µM] | ? | i | -6
O=C(CCC1CCN(S(=O)(=O)c2ccccc2)CC1)N1CCCC1 | 5% | ? | 6% | -8% | -5% | ? | 21
CC(C)CC(NS(=O)(=O)c1ccc2c(c1)oc(=O)n2C)C(=O)NCCc1ccc(Cl)cc1 (stereo unspecified) | 7% | · | -17% | · | · | · | 13
O=C(NCc1cccc(Cl)c1)c1c2c(nc3ccccc13)C(=O)N(C1CCCCC1)C2 | 1% | · | -1% | · | · | · | 39
COCCOc1ccc2c(n1)CCN(C(=O)C1CCCC1)C2 | 11%[12.5 µM] | -5% | -12% | -12% | i | -8% | -10
CN1C(=O)C2(c3ccccc31)N(c1ccc(Br)cc1)C(=O)CS2(=O)=O (stereo unspecified) | 10% | · | -30% | · | · | · | 9
COc1cc(NC(=O)Cn2cnc3sc(C)c(S(=O)(=O)N4CCC(C)CC4)c3c2=O)cc(OC)c1OC | -11% | · | ? | · | · | · | 14
Cc1cn2c(=O)cc(COC(=O)c3cccc(NC(=O)COc4ccccc4)c3)nc2s1 | -15% | · | 21% | · | · | · | -3

Reprinted from above for reference:
SMILES | HEK293 viab | HEK293 tox | SNCA expr inh | Luciferase inh | GPT2 inhibitor | 3T3 cytotox | IP6K1 inh
O=C(c1ccc(F)cc1Cl)N1CCC(c2n[nH]c(=O)n2-c2ccccc2)CC1 | 1% | -5% | 12% | -10% | i | -34% | -21
Cc1nccn1CC(=O)NCC1CCN(c2cc(-c3ccccc3)[nH]n2)CC1 | 2% | 1% | 4% | 12% | -20% | -5% | 0
CCOc1ccc(-n2c(C)nc3cc(C(=O)NCCC4=CCCCC4)ccc32)cc1 | 8% | · | 1% | · | · | · | 13
COCCc1nncn1C1CCN(S(=O)(=O)c2ccccc2C(F)(F)F)CC1 | 7% | 6% | ? | 8% | -6% | -7% | 8
Cc1ccc2[nH]c3c(=O)n(CC(=O)NCCc4ccc(Cl)cc4)ncc3c2c1 | -3% | · | 28% | · | · | · | 20
